D3 ag: D3 dopamine receptor (human) agonism; P35462; D3R DiscoveRx beta-arrestin cells, luminescence, 90 min; max activation, %; actives 0.58% (n = 410,000); in the data active means max activation above about 30%; further: 0% is about no effect; mostly tested at two doses, the higher about 12 µM
Target sequence (P35462 whole entry, looked up): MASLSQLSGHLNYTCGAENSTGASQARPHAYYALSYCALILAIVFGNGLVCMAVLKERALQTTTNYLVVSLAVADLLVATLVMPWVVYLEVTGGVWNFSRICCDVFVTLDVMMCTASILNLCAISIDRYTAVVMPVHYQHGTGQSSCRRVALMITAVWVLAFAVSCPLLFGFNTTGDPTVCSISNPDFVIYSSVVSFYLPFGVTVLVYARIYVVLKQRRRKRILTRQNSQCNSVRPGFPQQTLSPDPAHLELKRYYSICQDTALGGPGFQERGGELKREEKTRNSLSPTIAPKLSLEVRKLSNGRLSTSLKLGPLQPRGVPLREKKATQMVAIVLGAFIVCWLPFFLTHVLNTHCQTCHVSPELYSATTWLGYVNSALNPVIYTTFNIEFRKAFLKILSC
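Agonist-mode cell screen: cells plated at 1500/well and incubated overnight at 37 °C, then exposed to library compounds for 90 min at 37 °C. Detection reagent was added for 30–60 min at room temperature, and luminescence was read.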
IL1B secr inh: inflammasome signaling inhibition, IL-1 beta readout | activity change, % at 57.5 µM | THP-1 LPS/ATP IL-1B secretion, AlphaLISA, 16 h; stronger effect = lower value | AID 743279 | actives 4.7% (n = 360,000); in the data active means activity change below about -50%; inconclusive means mostly about -30% to -49%; further: on the % scale 0 is the no-effect control and ±100 the full control effect
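Secreted IL-1B measured by AlphaLISA bead assay after 16 h compound exposure of THP-1 cells; compounds (final up to 57.5 uM) added 1 h before LPS (250 ng/mL) and ATP (1.25 mM) stimulation; lower signal means less secretion.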
HT1080 IDH1KD tx: toxicity to HT-1080 IDH1 knockdown cells (counter line). HT-1080 IDH1 knockdown viability, ATP luminescence, 48 h. Potency, µM (series often up to 46.1 µM), for the others: at the highest dose activity, negative = toxicity, hits mostly cytotoxic. actives 2% (n = 360,000). AID 686971;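 further: potency means the concentration at half of the fitted maximal effect; 0% = DMSO wells and -100% = cell-free medium wells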
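Cytotoxicity counter-line: IDH1KD HT-1080, 48 h, CellTiter-Glo. Curves classed by r2, magnitude and activity.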
GLP1R ag: activates the human GLP-1 receptor; HEK293 GLP-1R CRE-luciferase, luminescence, 4-6 h; cells express a hypersensitive GLP-1R form; Potency, µM (series often up to 45.6 µM), for inactives: at the top dose activation, usual class: activators; actives 0.007% (n = 380,000); AID 624172; further: potency means the concentration at half of the fitted maximal effect; % of control where 0% means no effect
Target sequence (P43220 whole entry, looked up): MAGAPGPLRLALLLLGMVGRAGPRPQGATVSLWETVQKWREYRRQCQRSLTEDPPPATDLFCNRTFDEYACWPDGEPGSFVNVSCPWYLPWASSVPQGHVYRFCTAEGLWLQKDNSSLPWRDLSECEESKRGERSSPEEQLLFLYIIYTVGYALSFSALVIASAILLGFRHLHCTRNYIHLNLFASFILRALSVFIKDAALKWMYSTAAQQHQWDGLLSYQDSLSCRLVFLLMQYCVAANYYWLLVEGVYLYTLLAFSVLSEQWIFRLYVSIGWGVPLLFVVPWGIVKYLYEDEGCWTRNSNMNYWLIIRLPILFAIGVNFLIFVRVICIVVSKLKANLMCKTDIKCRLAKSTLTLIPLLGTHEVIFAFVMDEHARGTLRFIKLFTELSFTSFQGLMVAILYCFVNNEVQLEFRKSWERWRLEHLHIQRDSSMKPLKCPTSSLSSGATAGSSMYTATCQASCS
DRD3 antagonist: antagonists of human D3 dopamine receptor | P35462 | D3R cells, DiscoveRx beta-arrestin luminescence, antagonist mode; stronger effect = lower value | max response, negative = inhibition, % | actives 2.5% (n = 360,000) | AID 652054; in the data active means max response below about -50%; inconclusive means no clear call, values can overlap the other calls; further: on the % scale 0 is the no-effect control and ±100 the full control effect; mostly tested at two doses, the higher about 12 µM
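Cells plated overnight at 1500 cells/well, then exposed to library compounds with dopamine controls for 90 minutes at 37 degrees C. DiscoveRx reagent added for 30–60 minutes at room temperature; luminescence read, quantitative HTS format.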
KB-3-1 tox: KB-3-1 parental cell cytotoxicity; AID 1347075; KB-3-1 viability, CellTiter-Glo ATP luminescence, 72 h; actives 1.4% (n = 400,000); Potency, µM (highest dose often 46.1 µM), for the others: top-dose activity change, negative = cytotoxic, actives largely listed as cytotoxic; further: potency means the concentration at half of the fitted maximal effect; on the % scale 0 is the no-effect control and ±100 the full control effect; nearly all actives have a fitted effect of over 60% in size
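Cells are dispensed, compounds pinned in, plates held at 37 °C for 72 h, then CellTiter-Glo is added and luminescence read after 10 minutes. Cell line: parental KB-3-1 in phenol-red-free DMEM, 10% FBS.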
HT1080-NT tox: kills 2HG-producing HT-1080-NT fibrosarcoma cells; HT-1080-NT fibrosarcoma viability, CellTiter-Glo ATP luminescence, 48 h; Potency, µM (top dose mostly 46.1 µM), for inactives: at the top dose activity, negative = less viability, hits mostly cytotoxic; actives 1.6% (n = 360,000);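 further: NT is the 2HG producing partner of a matched IDH1 knockdown line; potency means the concentration at half of the fitted maximal effect; 0% = DMSO-treated cells and -100% = media-only wells without cells; nearly all actives have a fitted effect of over 55% in size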
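Compounds were tested in concentration-response format on HT-1080-NT cells for 48 hours at 37 degrees C. Cell viability came from CellTiter-Glo luminescence; curves were classified by r2, response magnitude and activity.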
KB-V1 cytotox: kills drug-selected multidrug resistant KB-V1 cells | KB-V1 MDR cells viability, CellTiter-Glo, 72 h | Potency, µM (series often up to 46.1 µM), for inactives: at the top dose activity change, negative = cytotoxicity, usual class: cytotoxic | actives 3.4% (n = 400,000); further: potency means the concentration at half of the fitted maximal effect; on the % scale 0 is the no-effect control and ±100 the full control effect; nearly all actives have a fitted effect of over 60% in size
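KB-V1 MDR subline cells in DMEM (phenol-red free, 10% FBS) exposed to compounds in qHTS concentration series for 72 h at 37 degrees C. Viability read by CellTiter-Glo luminescence; concentration-effect curves fitted after normalization and correction.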
SW480 rereplic: inducers of DNA re-replication in SW480 colon cancer cells; SW480 DNA re-replication, Hoechst DNA content imaging, 48 h; Potency, µM (titrated, usually from 46.1 µM), without a hit: at the top dose re-replication activation, usual class: activators; actives 1.8% (n = 340,000); AID 624297; further: potency means the concentration at half of the fitted maximal effect; % of control where 0% means no effect; nearly all actives have a fitted effect of over 55% in size
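Cells (250 per well) received 23 nL compound or DMSO by pin tool and were kept 48 hr at 37 C, 5% CO2. Nuclei were then stained with Hoechst for 40 min and scanned for DNA content.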
An asterisk follows results filed as active; ? = inconclusive; nt = no result given; [ ] = another dose, or the depositor's remark. Unless noted, the call rests on the fitted dose curve; in most records, active means well fitted curve in the direction sought with a large enough effect; inconclusive means small, poorly fitted or top-dose-only effect, or another doubt; inactive means no such curve, though single readings can be large; an effect the other way counts as inactive or inconclusive.

SMILES	D3 ag	IL1B secr inh	HT1080 IDH1KD tx	GLP1R ag	DRD3 antagonist	KB-3-1 tox	HT1080-NT tox	KB-V1 cytotox	SW480 rereplic
COc1ccc(C2CC(c3ccccc3)=NN2c2ccc(S(N)(=O)=O)cc2)cc1 (stereo not drawn)	3	?	?	12%	13	-13%	?	?	16µM*
O=C(NCC(c1cccs1)N1CCOCC1)c1ccccc1NS(=O)(=O)c1cccc([N+](=O)[O-])c1 (stereo not drawn)	0	13	?	1%	2	-7%	?	?	1%
O=C(OCc1ccc(O)cc1)c1c(-c2ccsc2)oc2ccc(N3CCOCC3)cc12	-24	-13	?	23%	43	?	?	?	21µM*
Cc1ccccc1-n1c(=O)c2ccccc2n2c(=O)[nH]nc12	-1	1	0%	18%	-9	21%	-8%	2%	0%
COc1cccc(NC(=O)CN(C)C(=O)c2ccc(NC(=O)CC3SC(N4CCCCC4)=NC3=O)cc2)c1 (stereo not drawn)	13	16	1%	-1%	6	18%	0%	2%	-4%
COc1cc(NC(=O)CNC(=O)Cn2c(C)cc3ccccc3c2=O)cc(OC)c1OC	1	42	-9%	4%	14	5%	1%	4%	-27%
O=C(CN1CCN(Cc2ccccc2)CC1)Nc1ccccc1-c1ccccc1	-14	-22	-16%	15%	-5	-13%	-14%	?	15%
O=C(CCc1ccccc1)NNC(=S)NCCc1ccccc1	-5	16	-4%	0%	-12	3%	-2%	0%	-17%
CCc1ccc2[nH]c(=O)c(C(c3nnnn3Cc3ccccc3)N3CCOCC3)cc2c1 (stereo not drawn)	4	-16	2%	-11%	10	1%	4%	8%	2%
C[C@H](NS(=O)(=O)c1ccc(F)cc1)C(=O)OCC(=O)c1c(N)n(C)c(=O)n(C)c1=O	6	25	1%	7%	1	2%	-1%	8%	-3%
[O-]/C(=C(\C(=S)Nc1ccc(SC(F)F)cc1)[n+]1cccc(CO)c1)c1ccc(Cl)s1	-2	?	?	10%	0	28%	?	-18%	4%
CCOC(=O)C1=NOC2C3CC(C12)C1C(=O)N(CCc2ccc(OC)c(OC)c2)C(=O)C31 (stereo not drawn)	0	-9	-4%	0%	-14	-9%	1%	-8%	-16%
COC(=O)C1(Cc2ccc(O)c(CC3OC3(C)C)c2)OC(=O)C(O)=C1c1ccc(O)cc1 (stereo not drawn)	5	21	7%	7%	0	?	-1%	?	-4%
COc1c(C)cc(C(=O)C2CCCN(C(=O)c3cc(C)on3)C2)cc1C (stereo not drawn)	4	-7	-24%	4%	16	8%	-3%	-6%	12%
Cc1c(Cl)cccc1NC(=S)NCc1ccc(Cl)cc1	0	-22	?	-3%	1	21%	-15%	0%	-6%
O=C1CN(C(=O)COC(=O)c2cnc(Cl)c(Cl)c2)c2ccccc2N1	-1	-6	9%	-5%	1	-18%	10%	20%	-4%
CC12COC3(C(=O)Nc4ccc5ccccc5c4)CC1CCC32C (stereo not drawn)	-10	11	-23%	12%	-4	0%	-13%	-7%	?
O=C(NC1CCCCCC1)C1CCN(C(=O)c2cccc(Cl)c2)CC1	6	4	2%	6%	6	-15%	15%	-10%	-2%
CN1CCN(c2nc(-c3ccncc3)nc3ccccc23)CC1	-1	-57*	?	12%	75	-11%	?	?	?
CC(C)c1ccc(NC(=S)NN2C(C)CCCC2C)cc1 (stereo not drawn)	12	99	3%	17%	-8	2%	9%	4%	-6%
C(#CC1CCCCC1)c1ccc2c(c1)COc1c3ccccc3nn1-2	-16	75	-2%	13%	-10	0%	12%	?	-15%
CC(C)C(C)(C#N)NC(=O)CSc1nnc(C(F)(F)F)n1C (stereo not drawn)	0	7	-1%	0%	9	-26%	-3%	-24%	-1%
Cc1cc2c(cc1S(=O)(=O)C(C)CC(=O)NCc1ccco1)OCC(=O)N2 (stereo not drawn)	7	15	7%	-1%	3	?	7%	10%	?
CN1CCN(CCc2nc3cc(NC(=O)COc4ccccc4)ccc3n2C)CC1	-3	3	20%	-4%	1	3%	16%	25%	-17%
Cc1ccc(NC(=O)C(C)OC(=O)C2CC3CCCC(C2)C3=O)cc1S(=O)(=O)N1CCOCC1 (stereo not drawn)	4	21	16%	4%	7	3%	3%	?	-2%
CC1(c2ccccc2)NC(=O)N(CC(=O)Nc2cc(Cl)ccc2N2CCOCC2)C1=O (stereo not drawn)	3	1	-1%	-3%	-2	19%	-2%	19%	-2%
Cc1ccc(C)c(C(C)NC(=O)C2CC=CCC2C(=O)O)c1 (stereo not drawn)	1	-4	7%	-1%	31	2%	1%	-12%	-23%
Cc1ccc(NC(=O)C2CC2c2ccccc2)c([N+](=O)[O-])c1 (stereo not drawn)	-3	1	-4%	3%	39	9%	-1%	-4%	-2%[1.84 µM]
Cc1onc(-c2c(F)cccc2Cl)c1C(=O)OCN1C(=O)c2ccccc2C1=O	-5	12	8%	-5%	0	8%	10%	15%	2%[9.22 µM]
CCN(CC)CCCNc1ncnc2scc(-c3ccc(F)cc3)c12	-10	3	-15%	-13%	?	?	-1%	?	1%

Of the compounds above, two have an NH in an aromatic ring:
SMILES	D3 ag	IL1B secr inh	HT1080 IDH1KD tx	GLP1R ag	DRD3 antagonist	KB-3-1 tox	HT1080-NT tox	KB-V1 cytotox	SW480 rereplic
Cc1ccccc1-n1c(=O)c2ccccc2n2c(=O)[nH]nc12	-1	1	0%	18%	-9	21%	-8%	2%	0%
CCc1ccc2[nH]c(=O)c(C(c3nnnn3Cc3ccccc3)N3CCOCC3)cc2c1 (stereo not drawn)	4	-16	2%	-11%	10	1%	4%	8%	2%

New compounds follow:
SMILES	D3 ag	IL1B secr inh	HT1080 IDH1KD tx	GLP1R ag	DRD3 antagonist	KB-3-1 tox	HT1080-NT tox	KB-V1 cytotox	SW480 rereplic
COC(=O)c1ccc(Cl)c(NC(=O)NC23CC4CC(CC(C4)C2)C3)c1	-3	-14	-9%	-4%	7	?	-26%	?	?
O=C(COC(=O)CNC(=O)C1CCCCC1)NCc1ccc(Cl)cc1	8	-5	5%	0%	-14	20%	-3%	?	24%
COc1ccc(S(=O)(=O)NCc2ccccc2Cl)cc1OC	1	-6	0%	16%	18	3%	3%	-4%	-11%
CCc1ccc(NC(=O)CSc2nnc(Cn3c(=O)sc4ccccc43)n2C)cc1	-5	45	-2%	0%	-26	-18%	-3%	-9%	-5%
O=C(N1CCCCC1)C12CC3CC(C1)CC(C(=O)N1CCCCC1)(C3)C2	11	3	2%[9.24 µM]	2%	0	0%	10%	?	-4%
COc1ccc(CNCCC(c2ccc(OC(C)C)cc2)c2ccccc2OC)cc1OC (stereo not drawn)	-25	nt	18µM*	16%	?	?	15µM*	?	?
O=C(Nc1ccccc1)C(=O)c1cn(CC(=O)N2CCCCC2)c2ccccc12	-25	-14	-8%	12%	-13	-14%	-12%	-8%	6%
O=C1CCCCC1Sc1nnc(Cc2cccs2)n1CCc1ccccc1 (stereo not drawn)	0	?	-5%	-2%	13	-18%	-11%	-13%	-3%[9.22 µM]
O=C(O)CCS(=O)(=O)Cc1cccc(Cl)c1	-4	15	0%	-14%	14	5%	6%	4%	-4%
C[C@@H]1COc2cccc(N3CCC[C@H]3CO)c2S(=O)(=O)N1	3	19	17%	4%	35	15%	19%	?	nt
COc1ccccc1-n1nc(C(=O)O)c2ccccc2c1=O	7	14	-5%	3%	-11	7%	-27%	0%	-8%
CC(C)Oc1ccc(C2CNC(=O)C2)cc1 (stereo not drawn)	4	-10	-4%	-6%	-24	1%	1%	0%	1%
CC(C)[C@H](NC(=O)[C@H]1N2C(=O)c3ccccc3C2SC1(C)C)C(=O)NCc1ccco1 (stereo partly drawn)	4	-3	14%	1%	6	-22%	27%	-9%	25%
O=C(Nc1cccc(S(=O)(=O)NC2=NCCC2)c1)c1c(F)cccc1Cl	-3	3	13%	20%	-14	-3%	9%	-9%	-7%
C/C(=N/NC(=O)c1ccccc1)c1ccc(NC(=O)C(F)(F)F)cc1	0	27	13%	11%	4	9%	15%	4%	3%
CCOC(=O)N1CCN(c2cc(N(C)CCO)c([N+](=O)[O-])c3nonc23)CC1	-2	11	9%	2%	-9	-7%	3%	8%	-16%
Cc1ccc(CN2CCNC(=O)C2CC(=O)NCCCn2ncc3ccccc32)o1 (stereo not drawn)	0	-10	-1%	-4%	-12	-10%	30%	-1%	-2%
CN(C)C(=O)CSc1nnc2sc3ccccc3n12	2	22	11%	18%	-26	15%	11%	0%	-6%
CCCNS(=O)(=O)c1ccc(OCC(=O)Nc2ccccc2F)cc1	-2	1	21%	4%	-12	8%	4%	-3%	-13%
O=C(Nc1ccc2ccccc2c1)C(c1ccccc1)n1c(=O)c(-c2cc3ccccc3[nH]2)nc2ccccc21 (stereo not drawn)	7	67	-19%	nt	18	-23%	-28%	-9%	nt
Cc1nc(NC(=O)c2ccccc2)sc1-c1cc(C(=O)NCCO)nn1Cc1ccccc1	-1	?	5%	nt	3	27%	-4%	-6%	nt
CNC(=S)Nc1cc2oc3ccccc3c2cc1OC	8	-10	-24%	5%	5	-3%	-25%	11%	-1%

Assay outcomes from PubChem.
